High-throughput results from PubChem.
KKLEB cytotox = CF airway cell cytotoxicity counter-screen; KKLEB CF airway cells viability, ATPlite luminescence, overnight; hits give low values; cells stimulated with P. aeruginosa culture filtrate; activity change (cytotoxicity), % at 5 µM; 360,000 tested, 0.36% active;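 active = corrected activity change at or below -50% at 5 µM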
NR2E3 ag-1 = agonists of human NR2E3 nuclear receptor; AID 602229; CHO-S Gal4-NCOR/VP16-NR2E3 two-hybrid, luciferase; 360,000 tested, 0.35% active; inhibition of corepressor binding, % at 3.98 µM;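 active = inhibition above the mean of all tested compounds plus 3 SD, cut at about 70% in these data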;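 also: 0% = DMSO with NR2E3 transfected cells and 100% = cells lacking NR2E3 construct; higher means lower luciferase signal from less NR2E3 corepressor binding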
Target sequence (Q9Y5X4 whole entry, looked up, the tested form may be a part): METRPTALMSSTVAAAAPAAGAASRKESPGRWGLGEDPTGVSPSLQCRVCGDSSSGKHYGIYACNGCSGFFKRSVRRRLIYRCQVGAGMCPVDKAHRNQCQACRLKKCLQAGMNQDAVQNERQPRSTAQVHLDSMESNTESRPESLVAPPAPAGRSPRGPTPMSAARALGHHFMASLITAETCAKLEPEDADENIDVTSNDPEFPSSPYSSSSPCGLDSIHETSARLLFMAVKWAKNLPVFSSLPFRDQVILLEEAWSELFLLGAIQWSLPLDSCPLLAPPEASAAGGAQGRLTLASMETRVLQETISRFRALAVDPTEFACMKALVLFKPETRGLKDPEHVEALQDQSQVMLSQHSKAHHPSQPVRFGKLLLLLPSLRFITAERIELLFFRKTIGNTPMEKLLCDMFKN
Peg3 prom inh = inhibitors of Peg3 promoter | inhibition, % at 20 µM | HeLa PEG-Prom luciferase reporter, luminescence, overnight | 360,000 tested, 1.7% active;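 active = inhibition of at least 50% at 20 µM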
iPSC survival up = enhancers of human iPSC single-cell survival; hiPSC single-cell survival, ATPlite luminescence; 100% = ROCK inhibitor wells, 0% = DMSO; survival enhancement, % at 20 µM; 360,000 tested, 0.044% active; AID 602274; in the data active = survival enhancement above about 18%;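 also: cells exposed to compounds for 16 hours before the ATP read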
NR2E3 ag-2 = NR2E3 (human) agonism; AID 2300; GST-NR2E3/biotin-RetCOR TR-FRET, 1536-well; 320,000 tested, 0.12% active; inhibition of corepressor binding, % at 4.78 µM; Q9Y5X4;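 active = percent inhibition above the cutoff of mean plus 3 SD of all tested compounds, set per screening campaign, cut at about 20% in these data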;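 also: 0% = DMSO wells and 100% = biotin wells as full block of FRET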
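Material – GST-tagged NR2E3 plus biotinylated RetCOR corepressor · Quantity – NR2E3 fusion 1.35 nM · Times – 5 h incubation at 4 °C · Medium – pH 7.5 Tris-based buffer · Technique – TR-FRET, Eu(K)-anti-GST donor, streptavidin-D2 acceptor, ex 340, em 617/671 nm · Benchmarks – high control biotin, low control 0.6% DMSO · Format – 1536-well plates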
Shn3 3UTR inh = reduces Shn3 3'UTR luciferase signal in osteoblasts. Clone20 osteoblast Shn3 3'UTR firefly luciferase, 24 h. inhibition, % at 12.5 µM. 360,000 tested, 0.52% active. AID 588674;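 active = mean inhibition of at least 75% with every replicate also reaching 75%; inconclusive = mean inhibition at least 75% but some replicate below; inactive = mean inhibition below 75%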;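 also: 0% = median of neutral control wells and 100% = pilot-screen positive control compound; some compounds past the cut are filed as inactive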
HIF-2a inh = HIF-2a inhibition. 786-0 RCC cells HIF-2a reporter, luciferase luminescence, overnight. AID 624352. inhibition, % at 18.8 µM. 360,000 tested, 0.72% active;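 active = inhibition of the luminescence signal of 40% or more relative to plate controls, in a single-dose primary screen at 18.75 µM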
LMP1 NFkB inh = Epstein-Barr LMP1 NF-kappaB reporter inhibition; LMP1-induced NF-kappaB luciferase reporter cells, luminescence; inhibition, % at 12.5 µM; 350,000 tested, 0.69% active; in the data active = inhibition above about 41%; inconclusive = no clear call, values can overlap the other calls;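 also: 0% = neutral control wells and 100% = reference inhibitor control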
CF NFkB inh = cystic fibrosis NF-kB activation inhibition. KKLEB NF-kB-GFP reporter, PAF-induced, GFP fluorescence overnight. inhibition, % at 5 µM. 360,000 tested, 0.86% active;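 active = at least 50% inhibition at 5 µM, scaled per plate between neutral and stimulator controls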;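 also: PAF is a Pseudomonas aeruginosa culture filtrate used as stimulus; plate controls were PAF-stimulated DMSO wells for no effect and unstimulated DMSO wells for full effect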
TRAIL sens C8 = sensitizes caspase-8 expressing cells to TRAIL | NB7+C8 cells + TRAIL, ATPlite viability luminescence | inhibition (viability loss, TRAIL sensitization), % at 10 µM | 360,000 tested, 1% active | AID 624354;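 active = compounds causing at least 50% loss of cell viability in the single-dose screen, relative to plate controls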
TRPM1 prom inh = MITF TRPM1 promoter inhibition in SK-MEL-5 cells; SK-MEL-5 TRPM1 promoter luciferase, 24 h; inhibition, % at 12.5 µM; 330,000 tested, 0.83% active; AID 488899;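 active = mean inhibition across replicates of 60% or more, whatever share of single replicates reaches that level; inconclusive = some that reach 60%, reason not given; inactive = mean inhibition across replicates below 60%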; also: values of inactives mirror those of a sister screen read the other way
* hit, by the source's call.

For CCCOc1ccc(C2=NNC(=O)CC2)cc1 the results were KKLEB cytotox 14, NR2E3 ag-1 -10, Peg3 prom inh -49, iPSC survival up -2.6, NR2E3 ag-2 2, Shn3 3UTR inh 30, HIF-2a inh -79, LMP1 NFkB inh 9, CF NFkB inh -16, TRAIL sens C8 9 and TRPM1 prom inh inconclusive.
CC(C)(C)c1ccc(-c2cn(-c3ccc(Br)cc3)c3[n+]2CCCS3)cc1 was read as KKLEB cytotox -12, NR2E3 ag-1 -2, Peg3 prom inh 45, iPSC survival up -4.0, Shn3 3UTR inh 80, HIF-2a inh 17, LMP1 NFkB inh 28, CF NFkB inh 15, TRAIL sens C8 55* and TRPM1 prom inh 90*.
`COC(=O)c1sc(NC(=S)NC(=O)c2cccc(Br)c2)nc1C` gave KKLEB cytotox -11, NR2E3 ag-1 -39, Peg3 prom inh -133, iPSC survival up -0.4, NR2E3 ag-2 4, Shn3 3UTR inh -29, HIF-2a inh -195, LMP1 NFkB inh -9, CF NFkB inh 1, TRAIL sens C8 24 and TRPM1 prom inh -15.
For COc1ccc(-c2nnc(NC(=O)c3ccco3)s2)cc1 the results were KKLEB cytotox -4, NR2E3 ag-1 -49, Peg3 prom inh -250, iPSC survival up -0.6, NR2E3 ag-2 -94, Shn3 3UTR inh -36, HIF-2a inh -129, LMP1 NFkB inh -1, CF NFkB inh -11, TRAIL sens C8 60* and TRPM1 prom inh -32.
`CNS(=O)(=O)c1cccc(C(=O)OCC(=O)NC2CCCC(C)C2C)c1` (configuration not stated) gave KKLEB cytotox 4, NR2E3 ag-1 -7, Peg3 prom inh 18, iPSC survival up 1.6, Shn3 3UTR inh -1, HIF-2a inh 3, LMP1 NFkB inh 2, CF NFkB inh -2, TRAIL sens C8 -7 and TRPM1 prom inh 8.
Cc1ccc(S(C)(=O)=NS(=O)(=O)c2cccc3nsnc23)cc1 (configuration not stated) was read as KKLEB cytotox -13, NR2E3 ag-1 1, Peg3 prom inh -4, iPSC survival up 0.0, NR2E3 ag-2 2, Shn3 3UTR inh 4, HIF-2a inh 9, LMP1 NFkB inh 6, CF NFkB inh 16, TRAIL sens C8 13 and TRPM1 prom inh -2.
Screening Cc1cc(NC(=O)CCC(=O)N(Cc2ccco2)C2(C(=O)NC3CCCCC3)CCCCC2)no1 returned KKLEB cytotox -7, NR2E3 ag-1 -3, Peg3 prom inh 19, iPSC survival up -0.6, NR2E3 ag-2 0, Shn3 3UTR inh -4, HIF-2a inh 11, LMP1 NFkB inh 0, CF NFkB inh 2, TRAIL sens C8 2 and TRPM1 prom inh -1.
`Cn1c(=O)oc2cc(S(=O)(=O)NCCC(=O)NCCc3ccccc3)ccc21` gave KKLEB cytotox -4, NR2E3 ag-1 -26, Peg3 prom inh 6, iPSC survival up 0.9, NR2E3 ag-2 -1, Shn3 3UTR inh -11, HIF-2a inh 9, LMP1 NFkB inh -3, CF NFkB inh 13, TRAIL sens C8 -8 and TRPM1 prom inh -5.
N#C/C(=C/c1ccc(OCc2ccc(C(=O)O)cc2)cc1)C(=O)Nc1ccccc1 was read as KKLEB cytotox -5, NR2E3 ag-1 -17, Peg3 prom inh -34, iPSC survival up 1.2, NR2E3 ag-2 0, Shn3 3UTR inh 5, HIF-2a inh 8, LMP1 NFkB inh 7, CF NFkB inh 0, TRAIL sens C8 -14 and TRPM1 prom inh -18.
CC(C)CCC(CC(C)O)C(=O)NNC(=S)Nc1ccccc1 (configuration not stated) was read as KKLEB cytotox -1, NR2E3 ag-1 -8, Peg3 prom inh 18, iPSC survival up -0.3, NR2E3 ag-2 1, Shn3 3UTR inh -23, HIF-2a inh 10, LMP1 NFkB inh 3, CF NFkB inh 6, TRAIL sens C8 7 and TRPM1 prom inh -3.
For O=C1CC(c2ccc(S(=O)(=O)Nc3cc(C(F)(F)F)cc(C(F)(F)F)c3)cc2)CN1 (configuration not stated) the results were KKLEB cytotox -9, NR2E3 ag-1 22, Peg3 prom inh 9, iPSC survival up 7.7, NR2E3 ag-2 1, Shn3 3UTR inh -8, HIF-2a inh 15, LMP1 NFkB inh -3, CF NFkB inh 8, TRAIL sens C8 -5 and TRPM1 prom inh 13.
`O=C(CN1C(=O)c2ccccc2S1(=O)=O)Nc1ccc(S(=O)(=O)Nc2ncccn2)cc1` gave KKLEB cytotox 10, NR2E3 ag-1 -15, Peg3 prom inh -9, iPSC survival up -0.1, Shn3 3UTR inh -2, HIF-2a inh 12, LMP1 NFkB inh 0, CF NFkB inh -9, TRAIL sens C8 -4 and TRPM1 prom inh -11.
O=[N+]([O-])c1ccc(C2CN=C(Nc3ccccc3)S2)cc1 (configuration not stated) was read as KKLEB cytotox 8, NR2E3 ag-1 -71, Peg3 prom inh -82, iPSC survival up 1.2, NR2E3 ag-2 4, Shn3 3UTR inh -7, HIF-2a inh -130, LMP1 NFkB inh -4, CF NFkB inh -8, TRAIL sens C8 2 and TRPM1 prom inh -23.
`COCCn1c(SCc2ccc(F)cc2)nc2ccccc2c1=O` gave KKLEB cytotox 10, NR2E3 ag-1 -22, Peg3 prom inh 10, iPSC survival up 0.0, NR2E3 ag-2 1, Shn3 3UTR inh 20, HIF-2a inh 11, LMP1 NFkB inh 3, CF NFkB inh 1, TRAIL sens C8 1 and TRPM1 prom inh -13.
For O=C(c1cc(COc2c(F)cccc2F)on1)N1CCc2ccccc2C1 the results were KKLEB cytotox 12, NR2E3 ag-1 -2, Peg3 prom inh -23, iPSC survival up -0.6, NR2E3 ag-2 1, HIF-2a inh -53, LMP1 NFkB inh -2, CF NFkB inh -4, TRAIL sens C8 9 and TRPM1 prom inh -15.
For Clc1cccc(-c2nc(NCCN3CCOCC3)c3ccccc3n2)c1 the results were KKLEB cytotox -8, NR2E3 ag-1 15, Peg3 prom inh 15, iPSC survival up 0.2, NR2E3 ag-2 5, Shn3 3UTR inh -16, HIF-2a inh -65, LMP1 NFkB inh -11, CF NFkB inh -12, TRAIL sens C8 4 and TRPM1 prom inh -6.
`c1csc(-n2nc3ccccc3n2)c1` gave KKLEB cytotox 2, NR2E3 ag-1 -16, Peg3 prom inh -30, iPSC survival up -1.8, NR2E3 ag-2 1, Shn3 3UTR inh -7, HIF-2a inh -55, LMP1 NFkB inh -2, CF NFkB inh 9, TRAIL sens C8 -3 and TRPM1 prom inh -22.
For C=CCc1cccc(/C=N/NC(=O)CNc2ccccc2OC)c1O the results were KKLEB cytotox -4, NR2E3 ag-1 2, Peg3 prom inh 37, iPSC survival up -1.6, NR2E3 ag-2 0, Shn3 3UTR inh 10, HIF-2a inh 4, LMP1 NFkB inh 16, CF NFkB inh -4, TRAIL sens C8 22 and TRPM1 prom inh 24.
Screening Cc1cc(N=Cc2c(O)n(-c3cccc(C(F)(F)F)c3)c(=O)c3ccccc23)no1 returned KKLEB cytotox -13, NR2E3 ag-1 -7, Peg3 prom inh 10, iPSC survival up 1.3, NR2E3 ag-2 -3, Shn3 3UTR inh 15, HIF-2a inh 5, LMP1 NFkB inh 0, CF NFkB inh 12, TRAIL sens C8 -3 and TRPM1 prom inh 0.
`CCn1cc(/C=N\NC(=O)c2csc3ccccc23)c(C)n1` gave KKLEB cytotox -6, NR2E3 ag-1 -121, Peg3 prom inh -45, iPSC survival up -1.6, NR2E3 ag-2 0, Shn3 3UTR inh -15, HIF-2a inh -101, LMP1 NFkB inh -2, CF NFkB inh -3, TRAIL sens C8 0 and TRPM1 prom inh 5.
`CCOc1ccc(CC(=O)OCn2nnc3ccccc3c2=O)cc1` gave KKLEB cytotox 28, NR2E3 ag-1 1, Peg3 prom inh -4, iPSC survival up 1.3, NR2E3 ag-2 4, Shn3 3UTR inh -5, HIF-2a inh 3, LMP1 NFkB inh 5, CF NFkB inh -7, TRAIL sens C8 4 and TRPM1 prom inh 20.
Screening CN(C)CCNC(=O)COc1cccc2c1OC(C)(C)C2 returned KKLEB cytotox 3, NR2E3 ag-1 -31, Peg3 prom inh 11, iPSC survival up 0.8, NR2E3 ag-2 2, Shn3 3UTR inh -6, HIF-2a inh 19, LMP1 NFkB inh 2, CF NFkB inh -10, TRAIL sens C8 -4 and TRPM1 prom inh 2.
For CS(=O)(=O)NNC(=O)c1sccc1OCc1ncc(C(F)(F)F)cc1Cl the results were KKLEB cytotox -10, NR2E3 ag-1 -19, Peg3 prom inh 6, iPSC survival up -0.3, NR2E3 ag-2 -1, Shn3 3UTR inh 13, HIF-2a inh 19, LMP1 NFkB inh 0, CF NFkB inh -9, TRAIL sens C8 -8 and TRPM1 prom inh 2.
`CN(C)c1nc(OCCNC(=O)Nc2ccc(Cl)cc2)nc(N(C)C)n1` gave KKLEB cytotox 3, NR2E3 ag-1 14, Peg3 prom inh -11, iPSC survival up -0.4, NR2E3 ag-2 2, Shn3 3UTR inh -24, HIF-2a inh -7, LMP1 NFkB inh 1, CF NFkB inh -9, TRAIL sens C8 28 and TRPM1 prom inh -9.
For CC1CCCN(CCCNC(=O)c2nn(C)c3c2CS(=O)(=O)c2ccccc2-3)C1 (configuration not stated) the results were KKLEB cytotox 13, NR2E3 ag-1 12, Peg3 prom inh -10, iPSC survival up 0.4, NR2E3 ag-2 1, Shn3 3UTR inh -8, HIF-2a inh -2, LMP1 NFkB inh -3, CF NFkB inh -26, TRAIL sens C8 5 and TRPM1 prom inh -9.
CSc1nc(SCC(=O)NCc2ccco2)c2c3c(sc2n1)COC(C)(C)C3 was read as KKLEB cytotox -20, NR2E3 ag-1 -15, Peg3 prom inh 16, iPSC survival up -1.5, NR2E3 ag-2 6, Shn3 3UTR inh -8, HIF-2a inh -20, LMP1 NFkB inh 11, CF NFkB inh 13, TRAIL sens C8 20 and TRPM1 prom inh 37.
For CN(C)CCNC(=O)C(=O)NCC1OCCN1S(=O)(=O)c1ccc2c(c1)OCCO2 (configuration not stated) the results were KKLEB cytotox 9, NR2E3 ag-1 -9, Peg3 prom inh 3, iPSC survival up 0.1, NR2E3 ag-2 1, Shn3 3UTR inh -5, HIF-2a inh 13, LMP1 NFkB inh 7, CF NFkB inh -6, TRAIL sens C8 7 and TRPM1 prom inh -9.
O=C(c1cnn2c(-c3ccccc3)cc(-c3ccccc3)nc12)N1CCN(Cc2ccccc2)CC1 was read as KKLEB cytotox -4, NR2E3 ag-1 20, Peg3 prom inh 40, iPSC survival up -0.3, NR2E3 ag-2 -1, Shn3 3UTR inh 7, HIF-2a inh 6, LMP1 NFkB inh 3, CF NFkB inh 2, TRAIL sens C8 -10 and TRPM1 prom inh -12.
`O=C(Nc1cc(Cl)ccc1-n1cncn1)c1ccc(Br)o1` gave KKLEB cytotox 2, NR2E3 ag-1 -13, Peg3 prom inh 15, iPSC survival up 0.0, NR2E3 ag-2 -13, Shn3 3UTR inh 28, HIF-2a inh 20, LMP1 NFkB inh -3, CF NFkB inh -14, TRAIL sens C8 -12 and TRPM1 prom inh 28.

This is a subset (hit frequency here may not be typical).
